# Screening data deposited in PubChem BioAssay by National Center for Advancing Translational Sciences (NCATS).
# POLB inh: blocks human DNA polymerase beta activity; AID 485314; Potency, µM (titrated, usually from 114 µM), without a hit: at the top dose activity change, negative = inhibition, hits mostly inhibitors; Pol beta primer extension/strand displacement, fluorescence kinetic; hit rate 1.3% among 340,000; P06746; further: potency means the concentration at half of the fitted maximal effect; on the % scale 0 is the no-effect control and ±100 the full control effect
#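 Pol beta (10 nM) and compounds were preincubated 15 min at room temperature, then 50 nM substrate (final) started primer extension/strand displacement. Reads were taken at 0 and 10 min; concentration-response data were fitted to a four-parameter Hill equation.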
# Apoferritin bind: candidate novel general anesthetic via apoferritin binding; Potency, µM (doses to about 77.5 µM), without a hit: at the top dose activity change, negative = displacement, actives largely listed as inhibitors; hit rate 0.074% among 350,000; apoferritin/1-aminoanthracene competitive binding, fluorescence; P02791; further: potency means the concentration at half of the fitted maximal effect; on the % scale 0 is the no-effect control and ±100 the full control effect; nearly all actives have a fitted effect of over 20% in size
# Target sequence (P02791 2-175 limits assumed): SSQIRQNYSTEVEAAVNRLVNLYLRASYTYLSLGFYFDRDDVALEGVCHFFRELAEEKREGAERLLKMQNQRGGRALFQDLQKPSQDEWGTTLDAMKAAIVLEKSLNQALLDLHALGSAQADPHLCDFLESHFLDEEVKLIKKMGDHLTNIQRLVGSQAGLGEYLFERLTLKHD
#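 Concentration-response curves derived by four-parameter Hill fitting of normalized fluorescence, where compounds displaced 1-AMA from 10 uM horse apoferritin following a brief 10 min room-temperature incubation; propofol titration acted as positive control.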
# POLH inh: blocks human DNA polymerase eta activity | recombinant Pol eta, fluorescent DNA replication assay | hit rate 1.2% among 390,000 | AID 588591 | Potency, µM (series often up to 114 µM), without a hit: at the highest dose activity change, negative = inhibition, usual class: inhibitors | Q9Y253; further: potency means the concentration at half of the fitted maximal effect; on the % scale 0 is the no-effect control and ±100 the full control effect
#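 Pol eta at 10 nM preincubated with compounds 15 min at room temperature; reaction started with fluorescent substrate (50 nM final) and read kinetically at 0 and 10 min.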
# Pol kappa inh: DNA polymerase kappa (human) inhibition; hit rate 0.53% among 400,000; Potency, µM (series often up to 107 µM), inactives show at the highest dose activity, negative = inhibition, hits mostly inhibitors; purified Pol kappa, fluorescent DNA synthesis assay, 10 min; Q9UBT6; AID 588579; further: potency means the concentration at half of the fitted maximal effect; on the % scale 0 is the no-effect control and ±100 the full control effect
#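 10 nM Pol kappa preincubated 15 min at room temperature with compounds, then reaction started with substrate at 50 nM final. Fluorescence read kinetically at 0 and 10 min; buffer-only wells served as negative control.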
# 12-LOX inh: inhibitors of human 12S-lipoxygenase ALOX12. P18054. purified 12hLO, xylenol orange hydroperoxide absorbance. Potency, µM (top dose mostly 108 µM), for inactives: top-dose activity change, negative = inhibition, hits mostly inhibitors. hit rate 1.1% among 580,000. AID 1671190; further: potency means the concentration at half of the fitted maximal effect; on the % scale 0 is the no-effect control and ±100 the full control effect
#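 Purified human 12hLO at 150 nM in 25 mM Hepes, 0.01% Triton X-100, pH 7.0, preincubated 15 min at room temperature with compound. Reaction started with 40 uM arachidonic acid, 30 min at room temperature. Hydroperoxide measured by Fe-xylenol orange, 573/405 nm absorbance ratio.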
# RGS4 inh: human RGS4 inhibition. Potency, µM (doses to about 114 µM), without a hit: top-dose activity change, negative = inhibition, actives largely listed as inhibitors. hit rate 0.039% among 390,000. Transcreener GDP fluorescence polarization, RGS4-accelerated GTP hydrolysis. AID 504845. P49798; further: potency means the concentration at half of the fitted maximal effect; on the % scale 0 is the no-effect control and ±100 the full control effect; nearly all actives have a fitted effect of over 75% in size; some results filed as inactive show a strong effect at the top dose
# Target sequence (P49798 whole entry, looked up): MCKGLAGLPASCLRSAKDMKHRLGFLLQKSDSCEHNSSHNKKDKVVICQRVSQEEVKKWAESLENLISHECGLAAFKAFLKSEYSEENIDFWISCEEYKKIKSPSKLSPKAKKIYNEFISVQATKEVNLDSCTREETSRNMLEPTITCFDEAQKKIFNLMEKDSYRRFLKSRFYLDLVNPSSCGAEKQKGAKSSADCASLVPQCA
#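 MLSMR compounds (23 nl, pin-transferred) preincubated 10 min at room temperature with a 500nM (2x) first reagent, then RGS4 at 900nM (2x) plus Transcreener GDP mix added; fluorescence polarization (620/688 nm) read before and after 90 min at 30 °C.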
# LDHA inh: blocks human lactate dehydrogenase A | P00338 | purified LDHA, NADH/diaphorase-resazurin fluorescence; stronger effect = lower value | activity change, % (values are at about 110 or 230 µM) | hit rate 0.15% among 480,000 | AID 1347041; in the data active means activity change below about -30%; inconclusive means mostly about -25% to -30%;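 further: plate controls were DMSO wells for no effect and wells without enzyme for full effect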
#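 Human LDH5 at 2 nM final in Tris HCl pH 7.4 with 0.06 mM NADH and 0.2 mM pyruvate, reacted 5 minutes at room temperature. Remaining NADH coupled via diaphorase/resazurin; resorufin fluorescence read at 0 and 20 minutes, normalized to enzyme-free and DMSO wells.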
# APE1 inh: APE1 (human) endonuclease inhibition; P27695; recombinant APE1, TAMRA/BHQ-2 abasic DNA cleavage fluorescence; Potency, µM (series often up to 65.8 µM), for inactives: top-dose activity change, negative = inhibition, usual class: inhibitors; hit rate 0.35% among 350,000;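 further: potency means the concentration at half of the fitted maximal effect; plate controls were vehicle for no effect and reference inhibitor for full effect; nearly all actives have a fitted effect of over 55% in size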
#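 Substrate: short duplex with […] THF abasic site, 5'-TAMRA and 3'-BHQ-2, 50 nM final. APE1 at 0.75 nM, preincubated 15 min RT with compound. Fluorescence increase from first to third read measured activity.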
# ERG Ets-DNA blk: blocks human ERG Ets domain binding to DNA | P11308 | fluorescence polarization, His-ERG Ets domain / labelled DNA | Potency, µM (titrated, usually from 76.9 µM), inactives show at the highest dose FP activity, negative = inhibition, usual class: inhibitors | hit rate 0.028% among 370,000; active means well fitted inhibition curve with a large enough effect in the polarisation, with a control signal flat; inconclusive means small, poorly fitted or top-dose-only effect, or effect the other way, or a change in a side signal; inactive means no such curve, though single readings can be large or run the other way; the % refers to the polarisation;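 further: polarization taken with two DNA probes labelled with fluorescein and Texas red; potency means the concentration at half of the fitted maximal effect; % of control where 0% means no effect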
# Target sequence (P11308 whole entry, looked up, the tested form may be a part): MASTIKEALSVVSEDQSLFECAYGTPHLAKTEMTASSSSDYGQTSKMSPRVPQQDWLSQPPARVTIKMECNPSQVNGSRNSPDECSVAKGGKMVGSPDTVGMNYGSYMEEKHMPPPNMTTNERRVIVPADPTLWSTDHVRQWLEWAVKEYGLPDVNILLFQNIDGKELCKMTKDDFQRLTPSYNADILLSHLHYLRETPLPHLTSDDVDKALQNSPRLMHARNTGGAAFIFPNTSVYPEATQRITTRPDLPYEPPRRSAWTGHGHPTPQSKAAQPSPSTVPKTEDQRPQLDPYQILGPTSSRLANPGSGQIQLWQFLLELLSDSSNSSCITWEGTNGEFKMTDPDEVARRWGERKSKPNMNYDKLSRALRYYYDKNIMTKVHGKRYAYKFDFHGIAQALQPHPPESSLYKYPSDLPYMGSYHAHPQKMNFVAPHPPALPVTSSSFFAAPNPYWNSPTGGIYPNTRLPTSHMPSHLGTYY
#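 His-tagged ERG Ets domain (1 uM in the protein solution; 300mM KCl, 50mM Tris-HCl, 1mM EDTA, 1mM DTT, pH 7.5) received compound, then a probe mix of 5 nM fluorescein-DNA and 100nM Texas-615-DNA. Fluorescence polarization was read for both dyes.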
# Starred values were filed as active, the others as inactive; ? = inconclusive; . = not tested or not shown; & = joins results of further samples; [ ] = dose if it differs, or a comment. Unless noted, the call rests on the fitted dose curve; in most records, active means well fitted curve in the direction sought with a large enough effect; inconclusive means small, poorly fitted or top-dose-only effect, or another doubt; inactive means no such curve, though single readings can be large; an effect the other way counts as inactive or inconclusive.
SMILES,POLB inh,Apoferritin bind,POLH inh,Pol kappa inh,12-LOX inh,RGS4 inh,LDHA inh,APE1 inh,ERG Ets-DNA blk
CC1CCN(C(=O)CN2C(=O)c3ccccc3S2(=O)=O)CC1,50.5%,-14.1%,-5.7%,-4.3%,0.0%,-22.2%,-0.1,12.3%,-4.3%
CCOC(=O)C1(C)NC(c2ccccc2F)C2C(=O)N(CC)C(=O)C21 (centres undefined),4.2%,-7.4%,4.4%,-9.3%,-10.8%,12.4%,-4.2,0.7%,2.5%
O=C(Cn1c(=O)oc2cc(S(=O)(=O)N3CCCC3)ccc21)NC1CCCCC1,12.3%,9.4%,0.0%,-5.8%,-12.5%,6.7%,-9.1,20.8%,1.3%
CCOC(=O)c1cccc(C2=CC(=O)CC(C)(C)C2)c1,.,.,-6.2%,-3.6%,-8.9%,0.6%,-7.2,8.4%,-3.2%
CN1CC[C@]23c4ccccc4N[C@H]1[C@]21CCN(C)[C@H]3Nc2ccccc21,.,.,-20.3%,-5.4%,-13.3%,-1.7%,-5.4,-11.1%,3.5%
N#Cc1ccc(OCCN2C(=O)NC3(CCSC3)C2=O)cc1 (centres undefined),0.2%,-7.6%,-8.9%,-15.3%,-0.1%,-3.3%,-5.9,13.2%,-0.8%
CCNC(=S)Nc1ccc(N2CCCCC2)cc1,?,-4.4%,-2.8%,1.6%,-32.1%,-26.2%,1.7,9.0%,6.2%
COc1ccc(NC(=S)N(CCC(C)C)C(C)c2ccncc2)cc1 (centres undefined),13.4%,2.1%,-0.9%,-17.5%,11.3%,14.7%,1.8,-2.9%,1.4%
O=C1C2C3c4ccccc4C(c4ccccc43)C2c2nc3ccccc3n21 (centres undefined),-16.5%,8.1%,-14.0%,-15.9%,1.1%,11.9%,-3.9,1.4%,0.3%
Cc1cc(C)cc(N(C(=O)c2snc(C(N)=O)c2N)C(C(=O)NCC2CCCO2)c2ccc(C)o2)c1 (centres undefined),30.7%,-10.2%,-14.4%,-5.9%,-16.9%,3.6%,-1.4,6.0%,6.6%
CN(C)c1ccc(/C=N/NC(=O)C[n+]2ccccc2)cc1,.,.,3.8%,-15.3%,13.9%,0.1%,2.4,.,-8.1%
COc1cc(C(c2c(O)nc(SC)[nH]c2=O)c2c(O)nc(SC)[nH]c2=O)cc(OC)c1OC,62.9%,-5.4%,-18.8%,0.9%,-0.2%,-17.8%,0.1,-9.8%,7.3%
Brc1ccc2ncnc(Nc3ccc(N4CCOCC4)cc3)c2c1,-1.1%,-7.0%,-17.7%,-18.6%,-15.7%,-27.7%,4.6,-7.7%,.
CCOc1ccc(N2CC(C(=O)Nc3ccc4c(c3)OCO4)CC2=O)cc1 (centres undefined),5.6%,-1.0%,-18.4%,-9.9%,-2.8%,-22.4%,-4.4,-0.1%,-5.3%
Cc1ccc(S(=O)(=O)NC(N)=NCCc2ccc(Cl)cc2)cc1C,13.2%,-0.2%,-20.1%,0.5%,-19.8%,-11.1%,-1.1,6.5%,-1.8%
COc1cc(C=O)ccc1OCc1ccncc1,-23.9%,-2.2%,2.5%,-21.1%,.,7.7%,0.7,7.3%,-0.9%
CCN(CC)S(=O)(=O)c1cccc(C(=O)N[C@H](C(=O)OCC(=O)Nc2ccccc2)C(C)C)c1,-6.6%,-4.3%,-7.7%,-12.0%,?,-9.9%,-3.4,-1.7%,-3.7%
CCCn1c(SCc2ccccn2)nc2c1c(=O)n(C)c(=O)n2C,-0.7%,-11.2%,3.7%,-10.0%,-2.0%,-12.2%,2.7,-0.9%,.
CC1CCCN(C(=O)CSc2nc3ncccc3[nH]2)C1 (centres undefined),5.6%,-19.8%,4.9%,-6.1%,0.8%,-8.2%,-3.9,4.4%,12.7%
O=C(NCCc1ccc(Cl)cc1)c1ccc(CS(=O)(=O)Cc2ccc(F)cc2)o1,19.2%,-10.3%,4.7%,-13.6%[60.1 µM],-6.2%,4.1%,-5.1,.,-6.9%
COc1ccc2cc(C(=O)NCc3ccccc3)[nH]c2c1,5.1%,5.5%,-3.5%,-3.3%,-5.6%&36.1%,-4.2%,-3.7&0.4,-13.8%,-2.0%
COc1ccc(CC2(CO)CCN(Cc3cnn(-c4ccc(F)cc4)c3)CC2)cc1,-2.0%,-10.4%,-96.0%,-29.6%,13.4%,34.6%,-5.9,0.1%,-7.5%
O=C(NCCc1ccccc1)c1ccc(CSc2nc3ccncc3n2Cc2ccccc2)cc1,9.3%,6.8%,-14.6%,1.3%,2.1%,-17.3%,-6.8,.,3.1%
O=C(O)C1Cc2ccccc2CN1C(=O)c1ccccc1Cl (centres undefined),13.0%,-10.6%,?,-2.4%,0.0%,8.2%,-6.7,-6.0%,-1.5%
COc1cc(-c2noc(-c3ccco3)n2)cc(OC)c1OC,1.9%,-14.2%,-12.9%,-1.9%,3.8%,1.7%,-2.5,-0.5%,1.6%

# Another view of three compounds above:
smiles | POLB inh | Apoferritin bind | POLH inh | Pol kappa inh | 12-LOX inh | RGS4 inh | LDHA inh | APE1 inh | ERG Ets-DNA blk
O=C(Cn1c(=O)oc2cc(S(=O)(=O)N3CCCC3)ccc21)NC1CCCCC1 | 12.3% | 9.4% | 0.0% | -5.8% | -12.5% | 6.7% | -9.1 | 20.8% | 1.3%
CCOC(=O)c1cccc(C2=CC(=O)CC(C)(C)C2)c1 | . | . | -6.2% | -3.6% | -8.9% | 0.6% | -7.2 | 8.4% | -3.2%
CN1CC[C@]23c4ccccc4N[C@H]1[C@]21CCN(C)[C@H]3Nc2ccccc21 | . | . | -20.3% | -5.4% | -13.3% | -1.7% | -5.4 | -11.1% | 3.5%

# Other results follow:
SMILES,POLB inh,Apoferritin bind,POLH inh,Pol kappa inh,12-LOX inh,RGS4 inh,LDHA inh,APE1 inh,ERG Ets-DNA blk
Cc1ccc(C(=O)CSc2nnc(N)s2)c(C)c1,3.1%,?,-5.8%,0.0%,8.7%,8.4%,-5.0,-1.5%,-2.0%
CCC1Oc2ccc(C)cc2N(CC(=O)NCC2CCCO2)C1=O (centres undefined),7.4%,5.5%,-13.7%,5.4%,13.9%,-1.8%,-4.3,59.5%[activator],3.8%
Cc1ccc(S(=O)(=O)N2CCOCC2)cc1NC(=O)COC(=O)c1cncc(Br)c1,.,.,-9.4%,-8.4%,171.3%[activator],-5.4%,-3.4,13.8%,4.3%
COc1ccc(Nc2ncc3c(n2)CCN(Cc2cc(Br)cs2)C3)c(OC)c1,1.3%,-16.0%,.,-4.4%[60.1 µM],-28.3%,-0.1%,1.0,.,-7.6%
Cc1cccc(NC(=S)N2CCC(N(C)CC3CCCO3)CC2)c1C (centres undefined),24.4%,-11.7%,1.1%,-11.9%,11.4%,6.7%,-9.8,-4.6%,7.2%
O=C1C(C=NCc2ccncc2)=C(O)c2ccccc21,-17.3%,-8.4%,12.0%,-4.5%,4.5%,4.9%,-6.9,-0.9%,-2.7%
COc1ccccc1OCCC(=O)OCC(=O)NCc1ccc(F)cc1,.,.,-12.2%,4.0%,-1.4%,17.4%,-4.4,3.2%,5.0%
CCC(C)NC(=O)C1CCN(CCCc2ccccc2)CC1 (centres undefined),16.6%,-7.9%,-18.6%,-6.3%,?,-29.7%,-4.4,?,-1.0%
COc1ccc(C(=O)N2CCN(C(=O)c3ccco3)CC2)cc1,17.6%,-8.4%,-3.8%,-20.3%,0.0%,-0.9%,-4.8,3.7%,0.9%
COc1ccc(OC)c(CN2CCN(C(=O)CNC(=O)c3ccc(C(C)(C)C)cc3)CC2)c1,.,.,-19.1%,-0.4%,197.8%[activator],27.8%,2.6,20.2%,4.9%
COc1ccccc1-n1cnc2cc(NS(=O)(=O)c3ccc(Br)cc3)ccc21,0.6%,?,-19.2%,-2.4%,?,5.7%,-7.8,-6.6%,-3.2%
COc1ccc(CCNC(=O)C(=O)NCC2OCCN2S(=O)(=O)c2ccccc2)cc1OC (centres undefined),-1.2%,-14.5%,10.4%,-17.6%,12.0%,-24.5%,-8.5,4.4%,-6.5%
COc1ccc(/C=C/C(=O)c2ccccc2)cc1COc1ccccc1F,-1.8%,?,-11.6%,-18.9%,6.3%,-6.2%,4.6,-3.8%,8.1%
Cc1nn(C)c(NC(=O)c2ccccc2Cl)c1Br,8.7%,-5.2%,-16.8%,8.3%,0.3%,-2.6%,-2.2,19.9%,3.5%
CC(C)OC(=O)c1cc2ccccc2oc1=O,6.1%,-9.4%,-15.1%,5.6%,19.6%,0.6%,-2.8,8.8%,2.4%
CCOC(=O)CCN(Cc1sccc1C)S(=O)(=O)c1ccc(F)cc1,2.4%,3.3%,-14.9%,-6.7%,5.5%,10.9%,0.4,-5.1%,.
CC(C)c1ccccc1OCC(=O)Nc1cc(S(=O)(=O)N2CCOCC2)ccc1N1CCCC1,.,.,-9.1%,-18.9%,-13.5%,4.6%,-3.3,-27.5%,12.2%
CN(C(=O)COC(=O)c1ccccc1Nc1ccccc1)C1CCS(=O)(=O)C1 (centres undefined),1.7%,-0.5%,-6.2%,-14.6%,0.0%,-24.8%,-5.7,3.2%,-2.6%
COc1ccccc1-c1nc2c3ccccc3nc(=S)n2[nH]1,1.5%,-8.9%,1.2%,-7.3%,?,-9.8%,-1.9,27.3%,4.0%

# These rows are one share of the data (hit frequency here may not be typical).
